Screens deposited in PubChem BioAssay by National Center for Advancing Translational Sciences (NCATS).
HttQ103 aggreg: qHTS Multiplex Assay to Identify Dual Action Probes in a Cell Model of Huntington: Aggregate Formation (GFP) | AID 1688, 2009 | Potency, µM (doses to about 46.1 µM), for the others: at the top dose activity change, negative = inhibition, most hits filed as inhibitors | actives 1.1% (n = 220,000) | PC12 HttQ103-GFP aggregates, Acumen cytometry, 40 h; note: potency is the fitted concentration of half-maximal effect; % is set by controls: 0 for no effect and ±100 for the full control effect; nearly all actives have a fitted effect of over 60% in size
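Steps: seed 1500 PC12 HTTQ103-GFP cells/well; add tebufenozide, 100 nM final; add compound titration; add ATPLite reagent; quantify GFP aggregates by laser scanning cytometry.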
LMNA splice mod: qHTS Assay for Modulators of Lamin A Splicing; HeLa LMNA splicing GFP/RFP minigene ratio, 48 h; AID 1487, 2009; Potency, µM (titrated, usually from 46.1 µM), without a hit: at the highest dose ratio change, negative = inhibition, most hits filed as inhibitors; actives 0.01% (n = 200,000); active = well fitted inhibition curve with a large enough effect in the signal ratio, with a control signal flat, not every such curve was filed as active; inconclusive = small, poorly fitted or top-dose-only effect, or effect the other way, or a change in a side signal; the % refers to the signal ratio; note: potency is the fitted concentration of half-maximal effect; % is set by controls: 0 for no effect and ±100 for the full control effect
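S3 HeLa cells stably expressing lamin A-EGFP splicing minigene plus DsRed2, 600 cells/well, 48 h compound exposure at 37C. Laser-scanning cytometry; analysed as GFP (500-530 nm)/RFP (575-640 nm) total intensity ratio; 0.5% DMSO vehicle.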
Epigenetic reg: Quantitative High-Throughput Screen for Regulators of Epigenetic Control | murine LDR cells, GFP reporter derepression, 30 h | AID 1865, 2009 | actives 0.2% (n = 280,000) | Potency, µM (doses to about 53.9 µM), for inactives: at the highest dose GFP activation, most hits filed as activators; note: potency is the fitted concentration of half-maximal effect; % of control where 0% means no effect; nearly all actives have a fitted effect of over 60% in size
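Reporter derepression read as number of fluorescent GFP-positive objects, 20-120 um in size, counted by laser-scanning cytometer. Mouse LDR line with an epigenetically silenced CMV-GFP locus; compound incubation 30 h, 37 C.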
NPSR antagonist: qHTS Assay for Antagonists of the Neuropeptide S Receptor: cAMP Signal Transduction; Q6W5P4; CHO-NPSR cells, cAMP TR-FRET, antagonist mode; Potency, µM (series often up to 38.3 µM), for inactives: at the top dose activity change, negative = inhibition, usual class: inhibitors; actives 1% (n = 220,000); AID 1461, 2008; note: potency is the fitted concentration of half-maximal effect; % is set by controls: 0 for no effect and ±100 for the full control effect; nearly all actives have a fitted effect of over 50% in size; many of its hits are not listed in these tables
Target sequence (Q6W5P4 whole entry, looked up): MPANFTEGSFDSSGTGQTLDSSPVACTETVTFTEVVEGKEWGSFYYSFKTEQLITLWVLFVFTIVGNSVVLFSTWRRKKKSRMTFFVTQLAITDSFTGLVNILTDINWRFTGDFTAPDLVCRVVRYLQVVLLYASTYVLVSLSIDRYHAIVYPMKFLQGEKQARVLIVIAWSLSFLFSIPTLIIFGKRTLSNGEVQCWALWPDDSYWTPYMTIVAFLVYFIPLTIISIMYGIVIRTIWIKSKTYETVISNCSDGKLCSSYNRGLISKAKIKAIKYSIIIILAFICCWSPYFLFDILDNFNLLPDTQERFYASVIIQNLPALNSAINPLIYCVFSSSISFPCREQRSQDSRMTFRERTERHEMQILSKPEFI
Luc counter: Counterscreen for Luciferase (Kinase-Glo TM) Inhibition; Kinase-Glo luciferase, ATP luminescence, 8 min; Potency, µM (series often up to 38.3 µM), for inactives: top-dose activity change, negative = inhibition, most hits filed as inhibitors; actives 0.28% (n = 200,000); note: potency is the fitted concentration of half-maximal effect; % is set by controls: 0 for no effect and ±100 for the full control effect; nearly all actives have a fitted effect of over 60% in size
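Recombinant Kinase-Glo luciferase, 10 uM ATP (linear range), luciferin; imidazole pH 7.2 / KCl / MgCl2 / Tween / BSA buffer; 8 min RT; luminescence.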
CBFb RUNX1 block: qHTS Assay for Compounds Blocking the Interaction Between CBF-beta and RUNX1 for the Treatment of Acute Myeloid Leukemia; Runt-related transcription factor 1 (Homo sapiens) + Core-binding factor subunit beta …; AlphaScreen CBFb-His/RUNX1-biotin binding, biochemical; Potency, µM (titrated, usually from 59.8 µM), without a hit: at the highest dose activity, negative = inhibition, actives largely listed as inhibitors; 230,000 tested, under 10 active; AID 1477, 2009; note: % of control where 0% means no effect
Target sequence (Q01196 whole entry, looked up): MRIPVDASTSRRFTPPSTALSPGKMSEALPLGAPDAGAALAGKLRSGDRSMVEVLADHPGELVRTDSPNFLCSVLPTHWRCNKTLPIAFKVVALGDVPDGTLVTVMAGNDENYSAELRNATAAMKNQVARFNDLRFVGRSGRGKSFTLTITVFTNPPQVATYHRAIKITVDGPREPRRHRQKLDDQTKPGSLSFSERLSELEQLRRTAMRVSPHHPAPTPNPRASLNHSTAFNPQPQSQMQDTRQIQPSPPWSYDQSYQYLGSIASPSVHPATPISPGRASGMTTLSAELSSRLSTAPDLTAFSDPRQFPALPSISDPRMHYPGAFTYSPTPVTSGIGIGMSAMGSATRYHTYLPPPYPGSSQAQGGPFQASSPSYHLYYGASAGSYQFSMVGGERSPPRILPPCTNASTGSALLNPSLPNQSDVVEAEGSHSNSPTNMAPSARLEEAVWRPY
Target sequence (Q13951 whole entry, looked up): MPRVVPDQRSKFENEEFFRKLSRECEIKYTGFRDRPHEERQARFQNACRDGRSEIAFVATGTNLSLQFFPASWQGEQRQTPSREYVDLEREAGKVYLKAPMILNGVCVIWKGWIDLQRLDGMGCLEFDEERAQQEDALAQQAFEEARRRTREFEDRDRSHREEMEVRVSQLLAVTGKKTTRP
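Read-out: AlphaScreen. Format: His-CBF-beta with biotinylated RUNX1 (30 nM each) preincubated 20 min, compound 15 min, Ni-chelate plus streptavidin beads 90 min; room temperature throughout.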
IMPase Li inh: qHTS Assay for Identifying the Cell-Membrane Permeable IMPase Inhibitors: Potentiation with Lithium; CHO-M1 cells, IP1 TR-FRET (IP-One), carbachol + lithium; Potency, µM (series often up to 59.4 µM), inactives show at the highest dose activity, negative = IMPase inhibition, most hits filed as inhibitors; actives 0.35% (n = 210,000); AID 1457, 2008;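 note: IP1 builds up when IMPase is blocked and the TR-FRET signal falls; potency is the fitted concentration of half-maximal effect; plate controls were basal vehicle for no effect and high inhibitor control for full effect; nearly all actives have a fitted effect of over 50% in size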
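CHO cells stably expressing M1 receptor (2000/well) were cultured 16–30 h, then exposed to compounds with a small lithium addition for 30 min at 37C. IP1 was measured by TR-FRET competition; AC50 from Hill fits.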
* marks the source's active call; other numbers are inactive results; ? = inconclusive; . = no result given; [ ] = remark or other dose. Unless noted, calls come from the whole dose curve; as a rule, active = well fitted curve in the direction sought with a large enough effect; inconclusive = small, poorly fitted or top-dose-only effect, or another doubt; inactive = no such curve, though single readings can be large; an effect the other way counts as inactive or inconclusive.

Values run as follows: CBFb RUNX1 block, LMNA splice mod, Epigenetic reg, HttQ103 aggreg, IMPase Li inh, Luc counter, NPSR antagonist
CC1(C)O[C@H]2OC([C@H](O)CON3C(=O)c4ccccc4C3=O)[C@H](O)[C@H]2O1 (stereo partly drawn)
→ 5%[2.36 µM], 4%, 7.6%, 4%, 5%, 0%, 11%
COc1ccc(-c2nc(C#N)c(N3CCCCCC3)o2)cc1OC
→ ?, ?, 0.0%, -12%, 2%[38.3 µM], -4%, -18%[46.1 µM]
Cc1cccc(S(=O)(=O)Nc2cccc(-c3cn4ccsc4n3)c2)c1
→ -10%, ?, 0.0%, 3%, 5%[38.3 µM], -6%, -13%[46.1 µM]
O=C(CSc1nc2cc(Cl)ccc2s1)Nc1cccc(S(=O)(=O)N2CCOCC2)c1
→ 4%, ?, -1.1%, 8%, 0%, 2%, -1%
CSc1nc2c(cc1C#N)C(=O)CC(C)(C)C2
→ 10%, 3%[46 µM], 3.2%, 14%[9.22 µM], 5%, 0%, -1%
N#Cc1c(NC2CCCCC2)nc(-c2ccco2)c2c1CCCC2
→ 4%, 14%, 0.0%, -20%, 15%[38.3 µM], -1%, ?
CCN(CC)S(=O)(=O)c1cccc(C(=O)N[C@H](C(=O)Nc2nc3ccccc3s2)C(C)C)c1
→ 7%, 0%, -1.0%, -9%, 4%, 1%, -27%
O=C(COC(=O)C1CCC1)NCc1ccccc1Cl
→ -5%, 3%, 1.8%, -9%, 1%[38.3 µM], -5%, -4%[46.1 µM]
CCCC(=O)N=C1SC2CS(=O)(=O)CC2N1c1ccc(CC)cc1 (stereo not drawn)
→ 2%, 10%[0.0737 µM], 0.9%, 0%, -5%[38.3 µM], -1%, 0%[46.1 µM]
Cc1c(C(=O)Nc2ccncc2)oc2ccccc12
→ 11%, ?, -1.0%, ?, -11%[38.3 µM], -13%, 26%[46.1 µM]
Cc1ccc(SC(C)C(=O)Nc2cccnc2)cc1 (stereo not drawn)
→ -1%, 3%, 0.0%, -4%, -2%[38.3 µM], -4%, -6%[46.1 µM]
Cc1cc(NC(=O)CSc2nnc(Cc3ccccc3)n2C)no1
→ 1%, -3%, 6.9%, 8%, 13%, -1%, 8%[46.1 µM]
Cn1nc(C(=O)OCC(=O)Nc2ccc3ccccc3c2)c2ccccc2c1=O
→ -3%, -13%[46 µM], -0.4%, 11%, 8%, 3%, 6%
COc1cc(S(=O)(=O)Nc2ccccc2C)ccc1Cl
→ 7%, 0%, 0.0%, -13%, 9%[38.3 µM], 3%, -15%[46.1 µM]
N/C(Cc1ccc(Cl)cc1Cl)=N\OC(=O)c1ccc(Br)o1
→ ?, -12%[46 µM], -1.1%, 4%[9.22 µM], ., ., -20%
COc1ccccc1C/C(N)=N/OC(=O)/C=C/c1ccccc1
→ 26%, ?, 1.6%, -2%, 17%, 0%, -1%
COc1ccc(CC(=O)NNC(=O)c2c(-c3ccccc3Cl)noc2C)cc1OC
→ 6%, ., 0.0%, 14%[9.22 µM], ., ., 9%
CN1CCN(S(=O)(=O)c2cccc(C(=O)Nc3ccccc3N3CCOCC3)c2)CC1
→ 3%, ., 0.2%, -13%, 7%, 0%, 4%
CCOc1cc(S(=O)(=O)Nc2cc(C)cc(C)c2)ccc1Cl
→ 1%, ?, 0.2%, -28%, 34%[activator][38.3 µM], -8%, -25%[46.1 µM]
O=C(c1csc2c1CCCC2)N1CCN(c2cccc(C(F)(F)F)c2)CC1
→ 5%, ?, 0.0%, ?, 49%[activator][38.3 µM], 0%, ?
CN(C)CCCNC(NC(=O)c1cccs1)C(Cl)(Cl)Cl (stereo not drawn)
→ -1%, -12%, -1.0%, -5%, 10%, 0%, 20%
Cc1ccc(-c2nnc(C)c(N3CCOCC3)n2)cc1
→ 5%, 10%, -1.2%, 11%, -1%[38.3 µM], -4%, 0%[46.1 µM]
C=CCCCCCCCCC(=O)Nc1ncccn1
→ 9%, ., 1.7%, -7%[9.22 µM], ., ., 5%
O=S(=O)(c1ccc(Cl)cc1)N1CCC(N2CCCCCC2)CC1
→ 6%, -1%, 2.0%, -16%, 32%[activator][38.3 µM], 2%, -8%[46.1 µM]
COc1ccc2nc(C)c3c(c2c1)OC(C(C)(Cl)Br)C3 (stereo not drawn)
→ 5%, ., 0.0%, 2%[9.22 µM], ., ., -46%
CCn1c2ccccc2c2nnc(SCc3cc(=O)n4ccsc4n3)nc21
→ 10%, 1%, -2.4%, -16%, 1%[38.3 µM], 1%, 1%[46.1 µM]
CC(C)Cn1c(=O)c2c(nc3n2CCS3)n(C)c1=O
→ 8%, ., -1.0%, 29%[9.22 µM], ., ., -5%
Cc1nnc(-c2ccc(Oc3ccc(Cl)cc3)c([N+](=O)[O-])c2)o1
→ -10%, ?, -0.9%, -33%, 11%, -2%, -14%
Cc1ccc(COCCN2CCN(S(=O)(=O)c3ccccc3)CCC2=O)cc1
→ 6%, ., 2.3%, -7%[9.22 µM], ., ., 10%
CCSc1nnc(-c2cc(Br)ccc2NC(C)=O)c(=O)[nH]1
→ 8%, ., 1.0%, 0%[9.22 µM], ., ., 9%

Remaining list, next part
Values run as follows: CBFb RUNX1 block, LMNA splice mod, Epigenetic reg, HttQ103 aggreg, IMPase Li inh, Luc counter, NPSR antagonist
C=C(C)CCC1(C)NC(=O)N(c2ccccc2)N1 (stereo not drawn)
→ 2%, ., -0.1%, 18%[9.22 µM], ., ., -24%
Cc1cc(NC(=O)CSc2ccc(Cl)cc2)no1
→ 10%, 13%, 0.5%, 18%, -3%[38.3 µM], -2%, -28%[46.1 µM]
S=C(NCc1ccco1)N1CCN(c2ccccn2)CC1
→ 2%, ?, -0.1%, 7%, 8%, 2%, 6%
O=C(NNC(=O)c1ccc2ccccc2c1O)c1ccccc1Cl
→ 6%, ?, 0.0%, 32µM*, 23%[38.3 µM], -2%, -7%[46.1 µM]
CCOC(=O)C1CCN(C(=O)CSCc2nc(-c3ccc(OCC)cc3)oc2C)CC1
→ 7%, -17%, -1.1%, -11%, 23%, 7%, -5%[46.1 µM]
CSc1nc(O)cc(=O)n1-c1ccc(F)cc1
→ 7%, -4%[46 µM], 1.1%, 9%, 4%, 0%, 4%
COc1ccccc1N(CC(=O)NC(C)(C)C)C(=O)C1CSC(=O)C1 (stereo not drawn)
→ 9%, 2%, -0.6%, 4%, 8%, 1%, -7%[46.1 µM]
O=[N+]([O-])c1ccc(O)c(/C=N\N=C2c3ccccc3-c3ccccc32)c1
→ -24%, ?, -1.1%, 11µM*, 20%, 2%, -29%
Cc1ccc(S(=O)(=O)C2(C(=O)N(C)C3CCCCC3)CC2)cc1
→ 1%, 10%, -3.3%, 0%, 10%[38.3 µM], 3%, -11%[46.1 µM]
CC1=C(C(=O)OC2CCCCC2)C(c2cccs2)n2c(nc3ccccc32)N1 (stereo not drawn)
→ 1%, 3%, -1.0%, 22%, 9%, 2%, -28%
Cc1ccccc1NC(=S)NCC(c1cccnc1)N(C)C (stereo not drawn)
→ -11%, -14%, 0.0%, -2%, 4%, 0%, 18%
CCCOc1ccc(C2c3c(oc4ccccc4c3=O)C(=O)N2CCN(CC)CC)cc1OC (stereo not drawn)
→ 1%, 0%, 0.8%, 5%, -2%[38.3 µM], -4%, 6%[46.1 µM]
O=C(NCc1ccc2c(c1)OCO2)c1cc(-c2ccccn2)nc2ccccc12
→ -15%, ?, 1.1%, -18%, 10%, -1%, 5%
CCCc1cc(C(=O)Nc2cccnc2Cl)no1
→ 8%, 6%, 0.7%, 9%, 32%[activator][38.3 µM], 10%, -3%[46.1 µM]
O=[N+]([O-])c1ccc(O)c(Nc2ncnc3ccc(Br)cc23)c1
→ -4%, ., 1.1%, 32µM*, 13%, ., -34%
Cn1c(/C(C#N)=C(\O)c2ccc([N+](=O)[O-])cc2)nc2ccccc21
→ 13%, ?, -1.4%, 3%, -2%, 2%, 11%
CN1C=CC=C/C1=C(\C#N)c1nc2ccccc2[nH]1
→ 3%, 2%, -1.1%, -7%, 16%[38.3 µM], -5%, ?
O=C(CSc1nccn1-c1ccccc1)c1ccc(Br)cc1
→ -9%, 4%, -1.1%, -3%, 18%[38.3 µM], -6%, -22%[46.1 µM]
COc1cccc(C(=O)NC2=NCCS2)c1OC
→ 5%, 0%, 0.0%, -7%, 5%[38.3 µM], -10%, 2%[46.1 µM]
Cc1nnc(SCc2cccc3ccccc23)n(N)c1=O
→ -3%, -10%, -1.0%, 23%, 3%, 0%, 24%
Cn1c(=O)[nH]c(=O)c2c1nc(N1CCOCC1)n2CC(=O)c1ccccc1
→ -1%, ., -5.8%, 9%[9.22 µM], -7%, 3%, 4%
N#CC(C#N)=C1C=CC=CN1/C(=C\c1ccco1)C(=O)c1ccc(Br)cc1
→ 3%, ?, ?, ?, 21%, -1%, ?
COc1cccc(C(=O)Nc2cccc(C(C)=O)c2)c1
→ -21%, -1%, 2.6%, -10%, -14%, ?, 2%
O=C(CN(c1cccc(C(F)(F)F)c1)S(=O)(=O)c1ccccc1)N1CCOCC1
→ 3%, -10%, 2.4%, -13%, -2%[38.3 µM], 6%, -10%[46.1 µM]
CC(=O)NCCNc1nc(-c2ccc(N(C)C)cc2)nc2ccccc12
→ ., ?, ?, ., 14%, -2%, .
O=C(CSc1nnc(-c2ccncc2)n1-c1ccc(Cl)cc1)N1CCOCC1
→ 8%, -19%, 0.0%, -4%, 15%[38.3 µM], 1%, -19%[46.1 µM]
Nc1nc(NCCOCCO)nc(NCC2CCCO2)c1[N+](=O)[O-] (stereo not drawn)
→ -5%, ., 7.9%, 12%[9.22 µM], ., ., -17%
CCCn1nc(C(=O)Nc2ccc(S(=O)(=O)Nc3ncccn3)cc2)c2ccccc2c1=O
→ 14%, ., 2.2%, -29%[9.22 µM], ., ., -4%
CCCCOc1ccc(C(=O)N/C(=C/c2cccc([N+](=O)[O-])c2)C(=O)O)cc1
→ -2%, ., 3.2%, -11%[9.22 µM], 0%, 10%, 22%
CC(CN1CCN(Cc2ccccc2)CC1)OC(=O)c1ccco1 (stereo not drawn)
→ 11%, ., -9.4%, 25%[9.22 µM], ., ., 11%

A portion of the library; rates above refer to the full screens.
